High-throughput results as filed in PubChem BioAssay.
RAD54 branch: RAD54 (human) branch migration inhibition; RAD54 Holliday junction branch migration, FAM/BHQ fluorescence; inhibition, % at 10.4 µM; 0.14% of 360,000 active; AID 602329;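 active means mean normalized replicate activity at least 40 and at least half of replicates scoring 40 or more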;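 further: 0% = median of neutral control wells and 100% = median of positive control wells; inhibitors cause a drop in the FAM fluorescence signal; in these data hits start at about 50%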
Target sequence (Q92698 whole entry, looked up): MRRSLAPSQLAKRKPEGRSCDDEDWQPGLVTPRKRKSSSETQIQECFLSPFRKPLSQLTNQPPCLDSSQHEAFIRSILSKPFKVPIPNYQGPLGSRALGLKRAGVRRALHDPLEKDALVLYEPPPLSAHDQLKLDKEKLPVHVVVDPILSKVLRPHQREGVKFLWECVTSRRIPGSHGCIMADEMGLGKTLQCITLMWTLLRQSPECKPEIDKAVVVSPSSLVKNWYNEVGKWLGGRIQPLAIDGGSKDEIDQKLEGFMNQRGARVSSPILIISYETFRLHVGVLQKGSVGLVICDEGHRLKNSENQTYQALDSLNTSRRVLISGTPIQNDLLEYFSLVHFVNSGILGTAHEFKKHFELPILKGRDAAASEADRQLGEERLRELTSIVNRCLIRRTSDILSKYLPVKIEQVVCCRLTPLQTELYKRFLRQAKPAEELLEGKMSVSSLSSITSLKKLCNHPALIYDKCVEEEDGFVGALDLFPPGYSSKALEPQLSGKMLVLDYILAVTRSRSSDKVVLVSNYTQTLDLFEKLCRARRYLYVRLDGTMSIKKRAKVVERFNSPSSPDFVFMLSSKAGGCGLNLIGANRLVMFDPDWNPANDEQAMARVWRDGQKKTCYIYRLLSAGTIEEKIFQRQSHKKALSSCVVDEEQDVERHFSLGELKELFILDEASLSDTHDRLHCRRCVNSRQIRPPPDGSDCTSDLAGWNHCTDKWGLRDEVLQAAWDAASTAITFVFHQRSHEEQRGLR
miR122 inh: miR-122 inhibition in Huh7 cells | Huh7 miR-122 Renilla luciferase sensor, 48 h; neutral wells = 0, positive control = 100 | activation (reporter increase), % at 12.5 µM | 0.3% of 340,000 active | AID 602342;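 active means mean replicate activation score at least 90 and every replicate individually at or above 90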;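 further: higher luciferase means less miR-122 activity so hits act as miR-122 inhibitors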
RAD52 inh: blocks human RAD52 DNA annealing. P43351. 0.46% of 360,000 active. AID 651710. inhibition, % at 18.7 µM. recombinant RAD52 DNA annealing, FRET fluorescence;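 active means every replicate showing at least 50% inhibition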
ERAP1 HTS inh: inhibitors of human ERAP1 aminopeptidase; inhibition, % at 10.7 µM; recombinant ERAP1, Leu-AMC fluorescence, 60 min; 0.15% of 340,000 active;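 active means mean replicate inhibition of at least 30%, or all replicates individually reaching that 30% level; inactive means mean below 30% and not every replicate reaching it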;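 further: 0% = neutral control wells and 100% = L-leucinethiol positive control wells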
PGC1a acetyl inh: modulators of PGC1a acetylation; AID 651687; U2OS PGC1a acetylation, AlphaScreen anti-acetyl-lysine; with virally co-expressed GCN5 acetyltransferase; 0.17% of 350,000 active; inhibition, % at 15.6 µM;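 active means every replicate shows inhibition of at least 40%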;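 further: 0% = neutral control wells and 100% = positive control wells; some results beyond the cut were filed as inactive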
E-sel inducer: induces E-selectin expression in human endothelial cells | P16581 | HUVEC E-selectin immunofluorescence imaging; normalized: neutral wells 0, TNF-alpha wells 100 | activation, % at 7.58 µM | 0.37% of 260,000 active;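 active means mean E-selectin-positive cell signal at least 10% of the positive control, reached in at least 60% of replicates, without over 20% cell loss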;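 further: in these data hits start at about 27%; measured in HUVEC primary endothelial cells; signal is the percent of cells scored E-selectin positive by PE staining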
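Read-out basis: % PE-positive cells; Test system: HUVEC primary endothelial cells; Technique: immunofluorescence imaging; Dosing: single-point compound dose.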
PglD inh: blocks C. jejuni PglD acetyltransferase activity. 0.098% of 360,000 active. inhibition, % at 12.5 µM. purified PglD enzyme, DTNB colorimetric CoA detection; in the data active means inhibition above about 16%, passing the limit was not always enough; further: strong numbers were not always called active
Cneo AK release: Cryptococcus neoformans lysis via adenylate kinase release; 0.2% of 360,000 active; C. neoformans lysis, adenylate kinase release luminescence, 4 h; normalised: neutral wells 0, clomiphene wells 100; lysis activity, % at 15 µM;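 active means mean lysis activity across replicates of at least 80%, whatever share of replicates individually reach that level; inactive means mean lysis activity below 80%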
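read-out = cell lysis signal | test system = log-phase Cryptococcus neoformans yeast cells | input = cells at 5 × 10^6 per mL | medium = fresh YPD growth medium | signal = luminescent adenylate kinase detection reagent | timing = 4 h at 37 °C static, read 1 h later | dosing = single dose | controls = Clomiphene as positive lysis control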
Starred values were filed as active, the others as inactive; . = no result given; [ ] = dose if it differs, or a comment.

Preview (2 entries):
cpd	molecule	RAD54 branch	miR122 inh	RAD52 inh	ERAP1 HTS inh	PGC1a acetyl inh	E-sel inducer	PglD inh	Cneo AK release
1	Cc1ccc(S(=O)(=O)N(C)C[C@H]2OCCCC[C@H](C)Oc3ccc(NC(=O)Nc4cccc5ccccc45)cc3C(=O)N([C@H](C)CO)C[C@H]2C)cc1	0	4[16.7 µM]	-9	-3	-5	-0.2	0	0
2	C#Cc1ccc(NC(=O)C2(C)CCN2C(=O)Cc2ccc(C(C)C)cc2)cc1 (configuration not stated)	3	-3	-4	8	-9	-0.3	3	3

All compounds of this part, from the start:
cpd	molecule	RAD54 branch	miR122 inh	RAD52 inh	ERAP1 HTS inh	PGC1a acetyl inh	E-sel inducer	PglD inh	Cneo AK release
1	Cc1ccc(S(=O)(=O)N(C)C[C@H]2OCCCC[C@H](C)Oc3ccc(NC(=O)Nc4cccc5ccccc45)cc3C(=O)N([C@H](C)CO)C[C@H]2C)cc1	0	4[16.7 µM]	-9	-3	-5	-0.2	0	0
2	C#Cc1ccc(NC(=O)C2(C)CCN2C(=O)Cc2ccc(C(C)C)cc2)cc1 (configuration not stated)	3	-3	-4	8	-9	-0.3	3	3
3	NC1=NC(=O)/C(=C/c2cccs2)S1	11	-9	.	.	-4	.	4	0
4	O=C(NCc1ccc2c(c1)OCO2)c1cc(-c2ccccn2)nc2ccccc12	5	-6	12	7	0	.	-4	0
5	CCOC(=O)c1sc2nc3c(SCC(=O)O)cc(C(=O)c4cc(F)ccc4O)cn3c(=O)c2c1C	1	-16	-24	2	.	.	-18	-5
6	CCc1ccc(-c2cc(C)no2)cc1S(=O)(=O)N1CC(=O)Nc2ccccc21	4	-7	-6	-4	-5	.	-4	-2
7	Cc1cccc(-c2ccc([C@@H]3[C@@H](CO)N4CCCCN(S(=O)(=O)c5ccccc5C)C[C@@H]34)cc2)c1	13	17[16.7 µM]	-23	4	-8	-0.8	1	108*
8	O=C(NCc1ccccc1)NC1(C(=O)N2CCN3CCCC3C2)CCCCC1 (configuration not stated)	-4	-1	.	.	-5	.	-4	0
9	CCOC(=O)C1CCCN(C2=NC(=O)/C(=C/c3ccc(OC)cc3OC)S2)C1 (configuration not stated)	0	.	-46	0	7	-0.1	-7	2
10	Cc1ccccc1C(=O)Nc1nnc(-c2cccnc2)o1	-9	-4	-8	-3	0	-0.6	1	0
11	CN(C)c1ccc(/C=N/NC(=O)C(=O)/C=C2\NC3(CCCC3)Cc3ccccc32)cc1	4	3	.	.	-18	.	-17	-2
12	COc1ccc(NC(=O)Nc2cccc3c2O[C@H](CN(C)C(=O)Nc2ccc(F)cc2)[C@H](C)CN([C@H](C)CO)C3=O)cc1	-5	1[16.7 µM]	2	2	2	-3.1	0	-1
13	CCc1ccc(C(=O)NCc2cnn(C)c2)s1	-5	-3	-8	-2	2	0.0	1	-11
14	Cc1ccc(S(=O)(=O)N2CCOCC2)cc1C(=O)N1CCOCC1	7	-1	.	.	.	.	-2	1
15	COC(=O)C(Cc1ccccc1)NC(=O)CCc1c[nH]c2ccccc12 (configuration not stated)	1	-6	-7	0	-4	0.2	2	1
16	Clc1ccc(CN2CCCCCC2)cc1Cl	0	.	-9	-1	.	1.2	4	1
17	Cc1nnc(NC(=O)C2CC(=O)N(c3ccc4c(c3)OCCO4)C2)s1 (configuration not stated)	2	-2	-7	0	2	.	1	-2
18	CCN(CC)c1ccc(NC(=S)NC(=O)c2ccco2)cc1	.	.	-1	2	7	-0.1	.	.
19	Cn1cccc1Cc1nnc(SCC(=O)Nc2ccc(F)cc2F)n1-c1ccc(F)cc1	-9	-3	-111	-2	-3	.	3	2
20	CCc1ccc(NC(=O)c2cnc3n(c2=O)CCS3)cc1	-2	-4	-4	-1	2	0.1	-5	-7
21	c1ccc(Nc2nc3ccccc3[nH]2)nc1	6	6	-16	-9	-11	.	-2	5
22	C/C(Cn1nc([N+](=O)[O-])cc1C)=N\NC(=O)c1cccc(Br)c1	1	2	.	.	5	.	7	-1
23	Cc1cccc(C(=O)N[C@H](C(=O)Nc2nc(C)cs2)C(C)C)c1	-15	2	-9	0	.	0.6	-2	4
24	CN(C)C(=O)[C@H]1[C@H](CO)[C@H]2Cn3c(ccc(-c4ccncc4)c3=O)[C@@H]1N2CC1CCCC1	11	4[16.7 µM]	4	-2	.	0.0	-1	3
25	CCn1c2ccccc2c2cc(CC(N)=O)ccc21	-3	6	17	0	.	0.3	13	-3
26	Cc1noc(C)c1NC(=O)Nc1ccc2c(c1)CC(=O)N([C@H](C)CO)C[C@@H](C)[C@H](CN(C)S(=O)(=O)c1cn(C)cn1)O2	-1	5[16.7 µM]	.	.	4	0.0	-2	53
27	Cc1ccc(S(=O)(=O)N(C)C[C@@H]2OCCCC[C@@H](C)Oc3ccc(NS(C)(=O)=O)cc3C(=O)N([C@H](C)CO)C[C@@H]2C)cc1	1	9[16.7 µM]	4	2	5	-0.1	1	-4
28	COc1cccc(/C=N/NC(=O)c2c(-c3ccccc3)noc2C)c1OC	-10	.	-13	0	.	.	-10	1
29	O=C(c1ccc2c(c1)CCC2)N1CCN(Cc2ccccc2)CC1	2	-6	-30	-7	6	-0.2	1	-2
30	COc1ccc(CN(C)C(=O)CNC(=O)c2cccs2)c(OC)c1	3	-6	0	0	-1	-1.7	-3	0

Arranged by heavy-atom count (largest number first): some entries from above.
cpd	molecule	RAD54 branch	miR122 inh	RAD52 inh	ERAP1 HTS inh	PGC1a acetyl inh	E-sel inducer	PglD inh	Cneo AK release
17	Cc1nnc(NC(=O)C2CC(=O)N(c3ccc4c(c3)OCCO4)C2)s1 (configuration not stated)	2	-2	-7	0	2	.	1	-2
30	COc1ccc(CN(C)C(=O)CNC(=O)c2cccs2)c(OC)c1	3	-6	0	0	-1	-1.7	-3	0
22	C/C(Cn1nc([N+](=O)[O-])cc1C)=N\NC(=O)c1cccc(Br)c1	1	2	.	.	5	.	7	-1

Other structures.
cpd	molecule	RAD54 branch	miR122 inh	RAD52 inh	ERAP1 HTS inh	PGC1a acetyl inh	E-sel inducer	PglD inh	Cneo AK release
31	CC(C)NC(=O)Nc1ccc2c(c1)C(=O)N([C@H](C)CO)C[C@@H](C)[C@H](CN(C)C(=O)Nc1ccccc1)OCCCC[C@@H](C)O2	-3	-4[16.7 µM]	14	4	-9	.	1	118*
32	CC(C)C(=O)Nc1ccc2c(c1)nc1n2CCSC1	8	-3	.	.	-4	-0.2	4	3
33	COc1cc(OC)cc(-c2noc([C@@H]3O[C@H](CO)[C@@H](O)[C@H]3O)n2)c1	2	-2	-8	0	4	3.3	1	2
34	CCOC(=O)C(C)Oc1cccc2c(=O)n(CC(=O)Nc3cccc(OC)c3)ccc12 (configuration not stated)	1	.	-10	5	.	0.6	3	16
35	CC1Cn2c(nc(=O)c3c2NCN(CCc2ccccc2)C3)S1 (configuration not stated)	-10	-3	0	-1	5	0.3	-4	2
36	CCOc1ccccc1NC(=O)CCNS(=O)(=O)c1ccccc1	1	2	-14	-3	6	0.1	3	1
37	CCN(Cc1ccccc1)C(=O)c1cccnc1	3	0	-12	-1	.	.	-2	-1
38	C/C(=C\C(=O)c1ccc(Cl)cc1)Nc1ccc(N2CCOCC2)cc1	-5	-4	.	.	18	.	2	1
39	Cc1[nH]c2ccccc2c1C(=O)CSCC(=O)O	1	-3	.	.	-13	.	-2	0
40	CCC(=O)Nc1ccc2c(c1)C(=O)N(C)C[C@H](OC)[C@H](C)CN(C(=O)C1CCC1)[C@@H](C)CO2	-6	3[16.7 µM]	1	1	2	0.0	2	-1
41	Nc1ncnc2c1ncn2CCN1CCOCC1	2	1	.	.	4	.	6	-2
42	COc1ccc(NC(=O)CN(C)C(=O)c2c(C)nn(-c3ccccc3)c2Cl)cc1	-11	1	-10	2	-12	0.0	-5	1
43	CCCCNC(=O)Nc1ccccc1C(=O)NCCC	-2	-3	.	.	-12	.	-3	-3
44	O=C(N/N=C/c1cccc(F)c1)c1ccc(Cl)cc1	.	2	-3	1	0	.	.	.
45	CO[C@@H]1CN(C)C(=O)c2ccc(NC(=O)C3CCCCC3)cc2OC[C@H](C)N(Cc2cccnc2)C[C@H]1C	-8	.	1	9	18	-0.1	2	1
46	CCCC(=O)Nc1ccc2c(c1)C(=O)N(C)[C@@H]1CC[C@@H](CC(=O)Nc3ccccc3)O[C@H]1CO2	-9	6[16.7 µM]	0	3	-2	-0.1	-3	54
47	O=c1[nH]c(SCc2ccc(F)cc2Cl)nc2ccccc12	3	2	-7	-4	8	4.8	-3	-1
48	CN(C)CC(=O)N[C@H]1CC[C@@H](CCn2cc(C3CCCCC3)nn2)O[C@@H]1CO	-8	8[16.7 µM]	0	2	4	-0.1	4	0
49	Cc1ccc(NC(=O)CNS(=O)(=O)c2cccs2)cc1F	-1	-4	.	.	3	.	7	-3
50	COc1ccc(C=C2SC(=S)N(CCCN3CCOCC3)C2=O)c(OC)c1	-11	1	-65	3	-4	0.0	4	1
51	CC(Sc1nc2c(N)ncnc2n1CCOc1ccccc1)C(=O)O (configuration not stated)	-2	-3	-12	-4	4	0.0	-3	0
52	COc1cc(/C=N/NC(=O)Cn2cnc3c2c(=O)n(C)c(=O)n3C)cc(OC)c1OC	13	-2	-7	-2	2	-0.6	-3	0
53	N#CCCN(C(=O)COC(=O)c1ccc(S(=O)(=O)N2CCOCC2)cc1)c1ccccc1	-3	1	-2	0	-6	0.0	3	1
54	CC1CCCCN1CCCNc1ccc(C(CC(N)=O)NC(=O)Cc2ccc(Br)cc2)cc1[N+](=O)[O-] (configuration not stated)	-3	-4	-4	-4	0	-0.2	0	4
55	COCCNC(=O)c1ccc2c(=O)n(Cc3ccco3)c(SCC(=O)NC3CCCC3)nc2c1	-6	-1	.	.	13	.	-6	0
56	C[C@@H]1CN([C@H](C)CO)C(=O)Cc2cc(NC(=O)Nc3ccc4c(c3)OCO4)ccc2O[C@H]1CN(C)S(=O)(=O)c1ccc(F)cc1	.	-8[16.7 µM]	6	2	0	-31	.	.
57	CCOC(=O)Cn1c(=O)n(Cc2ccco2)c(=O)c2ccc(C(=O)NCCc3ccccc3)cc21	-2	0	.	.	0	.	3	-1
58	COc1ncnc2c1oc1nc(CC(C)C)c3c(c12)CC(C)(C)OC3	-10	-13	.	.	-2	.	-5	-1
59	CC(=O)Nc1cccc(C(=O)/C=C/c2ccc(F)cc2)c1	1	-5	-1	-1	-31	.	7	-1
60	Nc1nc(CSc2ccccc2)nc(N2CCCCC2)n1	.	8	-13	-3	-4	0.5	.	.
61	CCCNC(=O)Cn1cnc2sc(C(=O)N3CCN(Cc4ccc5c(c4)OCO5)CC3)c(C)c2c1=O	9	3	-23	1	2	.	-3	4
62	Cc1ccc(C)c(CN2CCC(CNC(=O)Nc3ccc(Cl)cc3)CC2)c1	7	.	10	-8	.	0.0	1	-2
63	CCSc1nnc(-c2cccnc2)n1-c1ccc(C)c(Cl)c1	1	-40	-10	-3	2	.	0	0
64	Cn1c(-c2ccc3nc(N)sc3c2)nc2cc(N)ccc21	3	1	.	.	1	.	-2	26
65	O=C(C[C@H]1C=C[C@@H](NC(=O)c2ccc(F)cc2)[C@H](CO)O1)NCCc1ccncc1	1	.	-2	1	-7	-0.1	3	0
66	C#CCOCCOCCOCCNc1nc(N2CCN(C(=O)[C@H]([C@@H](C)CC)n3cc(CCC(=O)O)nn3)CC2)nc(N2CCN(C(=O)[C@H](CCCCN)n3cc(CC(C)O)nn3)CC2)n1 (some centres not stated)	-26	0	-10	-2	7	-0.2	-3	0
67	CC1CCCC(NC(=O)CN2C(=O)NC(Cc3c[nH]c4ccccc34)C2=O)C1C (configuration not stated)	-10	10	-12	0	0	0.2	-2	0
68	NC(=O)NCc1ccc(C(=O)OCc2ccncc2)cc1	-2	-1	1	.	7	1.3	5	2
69	CCN(Cc1ccccc1)C(=O)CN1C(=O)c2ccccc2S1(=O)=O	1	.	5	-2	.	0.6	-4	-1
